TRPC4 inh: inhibitors of mouse TRPC4 channel, primary screen, Fluo4 calcium, HEK293 TRPC4beta/mu-opioid cells. 300,000 compounds, 0.39% hits. B-score at 10 µM. DAMGO-evoked Fluo4 calcium flux; active compounds read low. Short transient receptor potential channel 4 (Mus musculus), Q9QUQ5. AID 2247, 2010;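 active = B-score over 3 SD under the library average, no early fluorescence shift, positive overall ratio signal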
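Assay system: HEK293 cells with stable TRPC4beta plus mu-opioid receptor expression. Dosing: single dose. Measured by: Fluo4 Ca2+ flux fluorescence. Also added: DAMGO in two steps, submaximal then maximal. Read-out: B score from integrated Fluo4 fluorescence ratio.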
DYRK1A inh: rat Dyrk1A kinase inhibitors, primary screen, biochemical, single point, plate reader; Dual specificity tyrosine-phosphorylation-regulated kinase 1A (Rattus norvegicus), Q63470; ADP-Glo luminescence, NFATc1 peptide; inhibition, % at 12.5 µM; 310,000 compounds, 0.43% hits; AID 504441, 2011; in the data active = inhibition above about 50%;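 note: plate controls were vehicle with enzyme for no effect and no enzyme for full effect; many of its hits are not listed in these tables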
Platelet DG rel: inhibitors of platelet dense granule secretion, primary screen, cell-based, MLPCN, human platelets | human platelet-rich plasma, SFLLRN dense granule ATP release, luminescence | inhibition, %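 (compounds screened at 7.5 µM in platelet-rich plasma)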 | 300,000 compounds, 0.22% hits;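 active = mean replicate score, as percent of positive control, at or above 50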
TRPC4 potent: positive allosteric modulators of TRPC4, primary screen, cell-based, mouse TRPC4beta, HEK293 mu-opioid, Fluo-4 calcium; Short transient receptor potential channel 4 (Mus musculus), Q9QUQ5; DAMGO EC20, Fluo-4 Ca2+ flux; active compounds read high; B-score at 10 µM; 310,000 compounds, 0.42% hits; AID 2227, 2009;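 active = B-score of calcium response area above 5 SD of library B-scores, with initial fluorescence ratio within 5 SD of library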;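 note: B-score of integrated fluorescence ratio over time as area under calcium response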
KCNK9 inh: KCNK9 potassium channel inhibitors, primary screen, HEK293 cells, thallium flux | Potassium channel subfamily K member 9 (Homo sapiens), Q9NPC2 | FluxOR thallium flux fluorescence; active compounds read low | B-score at 10 µM | 310,000 compounds, 1.2% hits;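 active = ratio B-score over 3 SD below the library mean, with starting fluorescence within 5 SD of its mean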;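 note: negative B-score means less thallium flux so channel inhibition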
PolyA inh: polyadenylation inhibitors in yeast reporter cells, primary screen, luminescence, S. cerevisiae | AID 1875, 2009 | S. cerevisiae SKY197-pL101 polyadenylation reporter, beta-gal luminescence; efflux-impaired pdr1/pdr3 knockout yeast; score 100 = 6 SD above DMSO | calls only at 12 µM | 300,000 compounds, 0.02% hits;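 active = lowest replicate activity score at least 50, where 100 means six control SD above control mean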;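 note: yeast exposed to compound for 9 h at 30 °C; higher score means more reporter readthrough which indicates perturbed polyadenylation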
KCNK3 inh: human KCNK3 channel inhibitors, primary screen, CHO cells, FluxOR thallium flux, B-score | Potassium channel subfamily K member 3 (Homo sapiens), O14649 | FluxOR fluorescence; active compounds read low | B-score at 10 µM | 340,000 compounds, 0.84% hits | AID 602410, 2012;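 active = B-score under library mean minus 4 SD, starting fluorescence ratio at most library mean plus 5 SD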;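 note: more negative B-score means stronger inhibition of thallium flux through KCNK3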
Target sequence (O14649 whole entry, looked up): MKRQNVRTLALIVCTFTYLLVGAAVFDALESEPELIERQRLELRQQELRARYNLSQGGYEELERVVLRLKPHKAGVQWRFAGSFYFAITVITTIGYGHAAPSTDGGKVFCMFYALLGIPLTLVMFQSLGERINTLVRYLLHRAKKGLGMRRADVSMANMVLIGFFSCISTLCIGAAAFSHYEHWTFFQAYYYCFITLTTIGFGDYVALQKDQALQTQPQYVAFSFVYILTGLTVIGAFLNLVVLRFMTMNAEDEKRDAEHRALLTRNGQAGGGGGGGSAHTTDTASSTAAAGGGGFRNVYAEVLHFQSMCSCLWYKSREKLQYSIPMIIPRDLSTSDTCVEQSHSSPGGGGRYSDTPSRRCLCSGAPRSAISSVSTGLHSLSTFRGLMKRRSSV
KCNQ1 block: inhibitors of human KCNQ1 channel, primary screen, cell-based, thallium flux, high-throughput; CHO-K1 KCNQ1, FluxOR thallium flux fluorescence; active compounds read high; B-score at 10 µM; Potassium voltage-gated channel subfamily KQT member 1 (Homo sapiens), P51787; 310,000 compounds, 1.3% hits;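 active = compounds whose thallium flux B-score, printed positive for inhibition, exceeds three library SD while starting fluorescence stays within three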;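 note: channel opened by potassium depolarization with thallium stimulus after 20 min compound exposure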
Target sequence (P51787 whole entry, looked up): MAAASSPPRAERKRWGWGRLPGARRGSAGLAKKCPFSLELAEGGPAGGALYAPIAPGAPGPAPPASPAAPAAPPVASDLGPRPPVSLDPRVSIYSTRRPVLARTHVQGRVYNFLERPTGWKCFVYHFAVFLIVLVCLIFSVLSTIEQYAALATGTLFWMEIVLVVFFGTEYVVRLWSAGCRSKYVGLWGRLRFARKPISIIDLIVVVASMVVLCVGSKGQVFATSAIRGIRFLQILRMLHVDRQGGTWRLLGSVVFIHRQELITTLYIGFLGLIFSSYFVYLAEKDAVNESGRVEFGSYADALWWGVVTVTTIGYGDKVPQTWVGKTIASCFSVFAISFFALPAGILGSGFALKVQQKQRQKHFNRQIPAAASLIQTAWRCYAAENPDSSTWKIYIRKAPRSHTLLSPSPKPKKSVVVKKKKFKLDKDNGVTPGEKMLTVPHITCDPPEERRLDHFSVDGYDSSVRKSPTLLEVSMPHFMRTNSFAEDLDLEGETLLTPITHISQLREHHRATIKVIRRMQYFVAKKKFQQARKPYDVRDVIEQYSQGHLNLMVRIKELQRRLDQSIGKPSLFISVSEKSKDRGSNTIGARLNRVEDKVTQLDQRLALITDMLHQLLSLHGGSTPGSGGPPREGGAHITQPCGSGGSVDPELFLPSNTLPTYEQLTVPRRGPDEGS
TRPC4 agonist: activators of mouse TRPC4 channel, primary screen, Fluo4 calcium, HEK293 TRPC4beta/mu-opioid cells | Short transient receptor potential channel 4 (Mus musculus), Q9QUQ5 | B-score at 10 µM | AID 2237, 2010 | Fluo4 calcium fluorescence; active compounds read high | 310,000 compounds, 0.49% hits;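 active = B-score above 5 SD of library B-scores, and initial fluorescence ratio not above library mean plus 5 SD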;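 note: positive B-score marks a calcium rise read as TRPC4 activation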
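Technique: kinetic Fluo4 calcium fluorescence; Test system: TRPC4beta and mu-opioid receptor HEK293 stable cells; Measure: B-scored integrated calcium fluorescence ratio; Benchmarks: low control buffer alone, high control maximal DAMGO; Schedule: 45 min room-temperature Fluo4 loading, 110 s read.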
hERG protect: hERG rescue from dofetilide block, primary screen, cell-based, CHO-hERG, FluxOR thallium flux, dofetilide IC70 | 310,000 compounds, 0.51% hits | AID 1511, 2009 | dofetilide IC70 present | activation (rescue from dofetilide block), less the hit threshold, % at 10 µM;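 active = activation above the mean of controls blocked by dofetilide plus 5 SD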;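 note: thallium influx through hERG after potassium depolarization seen as dye fluorescence rise; in these data hits start at about 4.7%; inactives centre near -7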
KCNQ1 pot: potentiators or activators of KCNQ1 channel, primary screen, cell-based, thallium flux, high-throughput | B-score at 10 µM | Potassium voltage-gated channel subfamily KQT member 1 (Homo sapiens), P51787 | 310,000 compounds, 0.35% hits | CHO-K1 KCNQ1, thallium flux FluxOR fluorescence; active compounds read high;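 active = fluorescence ratio B-score, a plate-corrected score, at least three library SD, with initial intensity B-score within 5 SD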
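System: Stable KCNQ1 CHO-K1 line | Incubation: 90 min dye loading and 20 min compound exposure, both at room temperature | Measure: Ratio B score | Medium: Assay buffer for compound exposure, DMSO matched across wells | Compound dosing: Single-concentration screen | Probe or stimulus: K+/Tl+ depolarizing stimulus | Measured by: Kinetic FluxOR fluorescence, 10 s baseline plus 110 s post-stimulus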
Numbers without * were called inactive; i = inactive; nt = not tested or not shown. These rows are one share of the data, so the mix of outcomes need not match the whole.

SMILES	TRPC4 inh	DYRK1A inh	Platelet DG rel	TRPC4 potent	KCNK9 inh	PolyA inh	KCNK3 inh	KCNQ1 block	TRPC4 agonist	hERG protect	KCNQ1 pot
CCn1c(SCC(=O)Nc2cc(NC(C)=O)ccc2OC)nnc1-c1ccncc1	i	nt	-4.5	i	i	i	nt	i	i	-7.6	i
O=C(Cc1ccccc1)N1CCN(C(=O)c2ccc([N+](=O)[O-])cc2)CC1	i	-4.8	1.7	i	i	i	i	i	i	-8.7	i
c1cncc(CSc2ccc(-c3cccnc3)nn2)c1	i	-2.1	3.7	i	i	i	i	i	i	-6.7	i
CC1=Nc2ccccc2N=C(NC(=O)/C=C/C(=O)O)C1c1ccccc1 (centres undefined)	i	-0.8	14.7	i	i	i	i	i	i	-11.8	i
CC(C)(C)C(=O)Nc1nnc(SCc2cccc(F)c2)s1	i	6.5	-2.6	i	i	i	i	i	i	-7.5	i
O=C(O)c1ccc2[nH]c3c(c2c1)CSCC3	i	-0.9	2.4	i	i	i	i	i	i	-8.0	i
CCN(CC(=O)Nc1cc(Cl)ccc1C)C(=O)C1CCCCC1	i	2.1	8.1	i	i	i	i	i	i	-6.2	i
Cc1cccc(NC(=O)CCSc2nc(C)cc(C)n2)c1	i	5.4	1.9	i	i	i	i	i	i	-8.8	i
CCCCn1c(SCC(=O)Nc2cc(C(F)(F)F)cc(C(F)(F)F)c2)nnc1C(CC)N(C)C (centres undefined)	i	0.7	4.8	i	i	i	i	i	i	-8.8	i
CCOc1cccc2sc(Nc3nc4ccc(NC(C)=O)cc4s3)nc12	i	-6.6	3.7	i	i	i	i	i	i	-15.2	i
CCOc1ccc(CCNC(=O)COC(=O)COc2cc(C)cc(C)c2)cc1OCC	i	7.0	1.4	i	i	i	i	i	i	-15.7	i
CCOC(=O)c1cccc(NC(=O)c2cnc3ccccc3n2)c1	i	36.7	-2.1	i	i	i	i	i	i	-10.8	i
COC(=O)c1sccc1S(=O)(=O)Nc1ccc(S(N)(=O)=O)cc1	i	nt	-27.7	i	i	i	i	i	i	-7.2	i
COc1ccc(CN2CCN(Cc3ccccc3)C(CCO)C2)cc1OC (centres undefined)	i	-5.6	3.8	i	i	i	i	i	i	-9.2	i
N#Cc1cc2c(nc1SCC(=O)Nc1sc3c(c1C#N)CCC3)CCCC2	i	20.1	0.4	i	i	i	i	i	i	-6.5	i
CC(C)N1CCN(Cc2ccc(C#CC(C)(C)O)s2)CC1CCO (centres undefined)	i	2.4	9.6	i	i	i	i	i	i	-5.1	i
O=C(O)CN1C(=O)c2ccc(Oc3ccc4c(c3)C(=O)N(CC(=O)O)C4=O)cc2C1=O	i	9.4	-0.9	i	i	i	i	i	i	1.8	i
Cc1cc(C(=O)Nc2ccc3c(c2)OCCO3)co1	i	-1.0	3.9	i	i	i	i	i	i	-5.6	i
O=C(O)c1ccccc1Nc1ccc(OC(F)F)cc1	i	2.5	-1.9	i	i	i	i	i	i	-13.4	i
c1ccc(-c2ccc(OCCOCCn3cncn3)cc2)cc1	i	5.1	-2.9	i	i	i	i	i	i	-4.1	i
Cc1ccccc1-c1nc(CS(=O)(=O)CC(=O)NCc2ccc(F)cc2)c(C)o1	i	0.1	1.3	i	i	nt	i	i	i	-0.5	i
O=C(NCCN1CCOCC1)c1cn(CCc2ccccc2)nn1	i	-5.1	-1.7	i	i	i	i	i	i	-4.4	i
CCCN(CC(=O)Nc1ccccc1OC)C(=O)CCC(=O)c1ccc(F)cc1	i	nt	-21.5	i	i	i	i	i	i	-12.6	i
Cc1ccc(CNC(=O)CN(C(=O)C2(C)CC(=O)N=C3C=CC=CN32)c2ccccc2F)cc1 (centres undefined)	i	-5.1	-1.8	i	i	i	i	i	i	2.0	i
O=C(NCc1nnc(SCC(=O)N2CCCC2)o1)c1c(F)cccc1Cl	i	-3.2	3.2	i	i	i	i	i	i	-5.9	i

Following part.
SMILES	TRPC4 inh	DYRK1A inh	Platelet DG rel	TRPC4 potent	KCNK9 inh	PolyA inh	KCNK3 inh	KCNQ1 block	TRPC4 agonist	hERG protect	KCNQ1 pot
CCOc1ccc(CN(C)C(=O)CNC(=O)c2ccc3ccccc3c2)cc1OC	i	0.2	-3.6	i	i	i	i	i	i	-5.0	i
O=C(CCC(=O)N1CCN(c2ccc(F)cc2)CC1)c1ccccc1	i	-3.1	-5.4	i	i	i	i	i	i	-7.8	i
COc1cccc(-c2ocnc2C(=O)Nc2ccc3c(c2)CCC3)c1	i	-2.6	-1.7	i	i	i	i	i	i	-4.5	i
CC(NC(=O)c1cc2c(cc1Cl)N1CCCCCC1=NS2(=O)=O)c1ccc(S(N)(=O)=O)cc1 (centres undefined)	i	2.8	-0.8	i	i	i	i	i	i	-11.4	i
COC(=O)c1ccc(NC(=O)c2cccc(Cl)c2)o1	i	10.4	-4.0	i	i	i	i	i	i	-12.7	i
COc1ccccc1Cn1c(=S)[nH]c2cc(C(=O)NCC3CCCO3)ccc2c1=O (centres undefined)	i	0.5	5.2	i	i	i	i	i	i	-5.5	i
CCNC(=S)NNC(=O)CCn1c2ccccc2c2ccccc21	i	0.0	-2.3	i	i	i	i	i	i	-4.2	i
COc1ccc(NC(=O)Nc2cccs2)cn1	i	-0.8	0.1	i	i	i	i	i	i	-6.8	i
COc1ccc(N2C(=O)CCC(C(=O)NCc3ccccn3)C2c2ccc(F)cc2)cc1 (centres undefined)	i	1.9	0.3	i	i	i	i	i	i	-12.1	i
O=C(Oc1cccc(-n2cnnn2)c1)c1ccccc1	i	-1.7	nt	i	i	nt	i	i	i	-8.3	i
CCNC(=S)NCc1ccc2[nH]c(C)cc2c1	i	6.4	13.1	i	i	i	i	i	i	-9.5	i
CCCn1c(SCN2C(=O)c3ccccc3C2=O)nc2cc(Cl)ccc2c1=O	i	-3.7	1.7	i	i	i	i	i	i	10.7*	31*
O=C1C2CCCCN2C(=O)N1CCCCN1CCN(c2ccc(F)cc2)CC1 (centres undefined)	i	nt	0.9	i	i	i	i	i	i	-3.1	i
CC1(C)S[C@@H]2[C@H](NC(=O)COc3ccccc3)C(=O)N2C1C(=O)OCc1cc2ccccc2n1S(=O)(=O)c1ccccc1 (some centres undefined)	i	nt	-3.9	i	i	i	nt	i	i	-6.5	i
CCCNc1nc(=S)n(-c2ccccc2)c(C)c1C(C)=O	i	-2.1	4.4	i	i	i	i	i	i	-6.0	i
Cc1ccc(NC(=O)O/N=C2\CCCCC2c2ccc([N+](=O)[O-])cc2[N+](=O)[O-])cc1 (centres undefined)	i	-5.4	3.4	i	-10.2*	i	i	i	i	-5.9	i
O=C1CN=C(Nc2cccc(C(F)(F)F)c2)N1C1CCCC1	-6*	-3.0	4.9	i	i	i	i	i	i	-7.7	i
Cc1nonc1NC(=O)CSc1nnc(-c2ccoc2C)n1CC(C)C	i	-0.4	-0.2	i	i	i	i	i	i	-6.7	i
COc1cccc(-c2nn(C)c3sc(C(=O)NCc4ccc(C)o4)cc23)c1	i	2.7	-7.5	i	-13.7*	i	i	i	i	-19.7	i
COc1ccc(C2Nc3cc(OC)ccc3-n3cccc32)cc1 (centres undefined)	i	nt	-8.2	i	i	i	i	i	i	-10.1	i
CN(c1ccccc1C(=O)Nc1ccc(F)c(F)c1)S(C)(=O)=O	i	0.3	13.6	i	i	i	i	i	i	-12.2	i
C=CCOc1cccc(C2/C(=C(/O)c3ccc(Cl)cc3)C(=O)C(=O)N2CCN2CCOCC2)c1 (centres undefined)	i	2.3	-0.4	i	i	i	i	i	i	-11.7	i
COc1ccc2cc3c(N)c(C(=O)NCc4ccco4)sc3nc2c1	i	48.8	3.3	i	i	i	i	i	i	-12.1	i
OCC[C@@H]1C[C@H](O)[C@@H](O)[C@@]2(OCCCc3ccccc32)O1	i	-1.9	-1.1	i	i	i	i	i	i	-2.2	i
CN(Cc1ccc(F)cc1)Cc1nc(-c2ccccc2)no1	i	5.0	0.6	i	i	i	i	i	i	-2.4	i

Remaining list, next part.
SMILES	TRPC4 inh	DYRK1A inh	Platelet DG rel	TRPC4 potent	KCNK9 inh	PolyA inh	KCNK3 inh	KCNQ1 block	TRPC4 agonist	hERG protect	KCNQ1 pot
Cc1noc(/C=C/c2ccco2)c1S(=O)(=O)N1CCC(C(=O)N2CCc3ccccc3C2)CC1	i	0.6	-6.3	i	i	i	i	i	i	-14.2	i
Cn1c(=O)n(-c2cccc(Cl)c2)c(=O)n1C	i	-1.6	8.6	i	i	i	i	i	i	-14.2	i
CN(Cc1ccccc1)C(=O)CCC1CCN(C(=O)c2ccccc2C(F)(F)F)CC1	i	1.2	-6.3	i	i	i	i	i	i	-5.1	i
O=C(Nc1ccc(F)cc1Cl)c1ccc2c(=O)n3c(nc2c1)CCCCC3	i	-1.7	14.3	i	i	i	i	i	i	-2.0	i
O=C(Oc1ccc(Nc2ncnc3ccccc23)cc1)c1cccnc1	i	21.0	1.6	i	i	i	i	i	i	-1.2	i
Cc1cccc2[nH]c(-c3ccc(NC(=O)c4ccco4)cc3)nc12	i	-7.6	9.0	i	i	i	i	i	i	-2.2	i
O=C(NC1CCCCC1)c1ccc(S(=O)(=O)NCc2ccco2)cc1	i	1.0	-1.5	i	i	i	i	i	i	-4.0	i
Cc1cc(Nc2ncc(Cl)cc2Cl)n(-c2ccccc2C)n1	-7*	0.0	-2.4	i	i	i	i	i	i	-4.2	i
COC1=C/C(=C/c2c(N)n3nc(CC(=O)N4CCCC4)sc3nc2=O)C=CC1=O	i	0.6	-17.8	i	i	i	i	i	i	-4.6	i
Cc1cccc(NC(=O)CSc2nc(N)cc(N)n2)c1	i	1.6	-5.8	i	i	i	i	i	i	-9.4	i
